TAAR1 ag – agonists of human TAAR1. Q96RJ0. CHO RD-HGA16 TAAR1, Fluo-8 calcium fluorescence; vehicle wells 0%, saturating PEA agonist 100%. activation, % at 3 µM. 360,000 tested, 0.99% active. AID 624467;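 active means activation above the mean activation of all test compounds in the run plus 3 SD, cut at about 38% in these data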
Target sequence (Q96RJ0 whole entry, looked up): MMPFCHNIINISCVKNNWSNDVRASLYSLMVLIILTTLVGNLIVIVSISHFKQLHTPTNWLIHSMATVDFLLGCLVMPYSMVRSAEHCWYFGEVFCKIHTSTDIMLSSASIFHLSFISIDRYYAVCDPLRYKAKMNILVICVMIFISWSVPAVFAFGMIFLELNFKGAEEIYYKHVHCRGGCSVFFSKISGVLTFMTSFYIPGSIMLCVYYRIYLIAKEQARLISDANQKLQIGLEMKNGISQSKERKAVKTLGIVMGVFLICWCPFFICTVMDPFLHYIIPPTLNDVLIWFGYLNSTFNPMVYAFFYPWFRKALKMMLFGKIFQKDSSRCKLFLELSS
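Assay system: CHO-derived RD-HGA16 cells with stable Gα16 and human TAAR1; timing: 17-24 h seeding, 75 min 37 °C dye, 30 min RT; read-out: % activation from peak over basal fluorescence ratio, DMSO-to-PEA scaled; measured by: kinetic Fluo-8 calcium fluorescence; benchmarks: low control DMSO, high control PEA (EC100); doses: 3 µM single concentration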
CHO-K1 Ca antag – counter-screen for M1 antagonists: effect in parental CHO-K1 cells; AID 602250; ATP-induced calcium, Fluo-8 fluorescence; 360,000 tested, 0.6% active; inhibition, % at 3 µM;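 active means inhibition above a per-plate cutoff, the plate's mean sample inhibition plus 3 SD, cut at about 24% in these data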;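 further: 0% = DMSO plus EC80 ATP and 100% = DMSO alone without ATP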
CHRM1 antagonist – antagonists of human M1 muscarinic receptor. inhibition, % at 3 µM. P11229. 360,000 tested, 1.3% active. CHO-K1 hM1, Fluo-8 calcium fluorescence, ACh EC80 antagonist;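 active means percent inhibition above its own plate's cutoff, namely the mean of that plate's compound wells plus 3 SD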;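 further: peak over basal fluorescence ratio during 140 s after agonist addition; 0% = ACh EC80 plus DMSO and 100% = DMSO alone without agonist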
M1 ag parental – nonselective activator or artifact in parental CHO-K1 cells | Fluo-8 calcium fluorescence; scaled to maximal ATP response, vehicle zero | activation, % at 3 µM | 360,000 tested, 0.48% active; in the data active means activation above about 15%;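 further: untransfected CHO-K1 host cells lacking M1 receptor as counterscreen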
M1 PAM parental – counter-screen for M1 PAMs: effect in parental CHO-K1 cells | ATP EC20, Fluo-8 calcium fluorescence; 0% at ATP EC20, 100% at ATP max | 360,000 tested, 0.02% active | activation, % at 3 µM;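 active means activation above the run cutoff, the mean activation of all test compounds plus 3 SD, cut at about 40% in these data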;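 further: peak over basal fluorescence ratio in a 140 s read after ATP addition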
CHRM1 agonist – activates human CHRM1 receptor. P11229. CHO-K1 hM1, Fluo-8 calcium fluorescence, agonist mode; 0% DMSO, 100% acetylcholine EC100. activation, % at 3 µM. 360,000 tested, 0.33% active. AID 588814;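 active means activation above the run's mean compound activation plus 3 SD, cut at about 16% in these data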;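 further: peak over basal fluorescence ratio within a 140 s kinetic read after compound addition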
OXTR potentiator – potentiators of human oxytocin receptor; P30559; CHO-OTR cells, Fluo-8 calcium fluorescence, potentiator mode; 0% = oxytocin EC15, 100% = EC100; activation, % at 3 µM; 320,000 tested, 0.061% active; AID 2445;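 active means activation above that plate's cutoff, the mean activation of tested compounds plus 3 SD, cut at about 6.6% in these data, passing the limit was not always enough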;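 further: 100% uses oxytocin at 75 nM as the full agonist control; some results filed as inactive read as strong as hits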
Target sequence (P30559 whole entry, looked up): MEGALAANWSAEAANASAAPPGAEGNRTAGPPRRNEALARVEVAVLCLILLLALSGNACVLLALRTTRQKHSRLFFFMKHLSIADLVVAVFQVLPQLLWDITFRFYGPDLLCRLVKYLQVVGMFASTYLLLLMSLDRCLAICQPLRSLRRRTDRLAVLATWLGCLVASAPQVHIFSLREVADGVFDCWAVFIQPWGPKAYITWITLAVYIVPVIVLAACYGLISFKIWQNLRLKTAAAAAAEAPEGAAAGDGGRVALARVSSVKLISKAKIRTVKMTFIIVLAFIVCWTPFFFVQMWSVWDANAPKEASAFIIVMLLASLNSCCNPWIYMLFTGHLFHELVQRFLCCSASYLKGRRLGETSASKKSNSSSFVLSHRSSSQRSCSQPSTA
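System: human OTR in CHO cells / Also added: sub-maximal oxytocin, roughly EC15 / Control set: EC15 oxytocin low, 75 nM oxytocin high / Schedule: 6 min compound pre-incubation at room temperature, 100 s kinetic read / Compound: single-point 3.0 µM / Replication: singlicate / Technique: Fluo-8 calcium dye fluorescence / Read-out basis: % activation of max/min ratio relative to oxytocin controls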
TAAR1 antagonist – human TAAR1 antagonism; 360,000 tested, 1.5% active; AID 624466; Q96RJ0; CHO RD-HGA16 TAAR1, Fluo-8 calcium fluorescence, antagonist; inhibition, % at 3 µM;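 active means inhibition above a per-plate cutoff, the mean inhibition of test compounds on that plate plus 3 SD, cut at about 49% in these data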;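 further: 0% = DMSO plus EC80 beta-PEA response and 100% = DMSO alone without agonist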
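Test system: CHO RD-HGA16 cells bearing hTAAR1 | Reagent: β-PEA, EC80 | Compound dosing: 3 µM, single point | Schedule: Dye loading 75 min at 37 °C, then 30 min room temperature | Signal: Calcium fluorescence with Fluo-8 | Evaluation: Percent inhibition of PEA-evoked calcium signal, max/basal emission ratio | Control set: DMSO-only wells and EC80 β-PEA-stimulated wells | Repeats: Singlicate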
CHO parental Ca – counter-screen: ATP calcium response change in parental CHO cells | inhibition, % at 5.6 µM | 330,000 tested, 0.63% active | AID 463079 | parental CHO-K1, ATP-induced calcium, Fluo-8 fluorescence;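 active means inhibition above that plate's mean sample inhibition plus 3 SD, cut at about 26% in these data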;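 further: 0% = ATP-challenged DMSO wells and 100% = DMSO wells without ATP; some compounds past the cut are filed as inactive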
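test system = CHO parental line | reagent = ATP stimulus | measured by = intracellular calcium via Fluo-8 no-wash fluorescent dye | control set = ATP and no-ATP DMSO wells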
* marks the source's active call; other numbers are inactive results; / = not tested or not shown.

SMILES	TAAR1 ag	CHO-K1 Ca antag	CHRM1 antagonist	M1 ag parental	M1 PAM parental	CHRM1 agonist	OXTR potentiator	TAAR1 antagonist	CHO parental Ca
CSc1ccc(S(=O)(=O)NC2CCCCCC2)cc1	2	-1	5	4.3	11	-7	-11	11	-1
COc1ccc([N+](=O)[O-])cc1NC(=O)C(C)Sc1ccccc1 (stereo not drawn)	1	-1	2	0.1	-5	-8	-11	5	-20
Cc1nnc(Nc2ccc(C(=O)N3CCOCC3)cc2)c2ccccc12	12	-20	-45	-0.3	19	0	-7	-10	-2
CCOC(=O)c1cn(CC(=O)Nc2ccc(CC)cc2)nn1	9	20	2	-0.6	-7	-1	8	4	12
COc1cccc(C(=O)NNC(=O)c2sccc2-n2cccc2)c1	8	4	-1	18*	4	-3	-5	-4	-11
O=C(CSc1ccc(Cl)cc1)Nc1ncccn1	4	5	-4	0.2	-5	-3	-4	-7	-7
Cc1cc(=O)[nH]c(SCC(=O)Nc2ccc(Br)cn2)n1	7	0	-5	0.0	2	-2	-11	-17	-13
COc1ccc(Nc2nc(C)cc(-c3cc(-c4ccccc4)on3)n2)cc1	7	20	12	-0.4	-9	-5	-4	-9	-16
COc1ccc(CN2CCCC(C(=O)N3CCc4ccccc4C3)C2)cc1OC (stereo not drawn)	8	-16	-7	1.4	24	-4	-6	-22	-22
CC(=O)c1ccc(Nc2ccc([N+](=O)[O-])c3nonc23)cc1	10	15	-5	13	-13	6	-6	-2	20
Cn1c(N)c(C(=O)COC(=O)/C=C/c2ccc(Cl)cc2)c(=O)n(C)c1=O	17	-22	2	7.5	-3	0	-11	30	-18
COc1ccc(Oc2ccc(/C=C/C(=O)c3ccc(O)cc3)cc2[N+](=O)[O-])cc1	1	-1	13	5.4	12	-3	-10	30	5
Cc1ccc(NC(=O)Nc2ccc3c(c2)OCO3)nc1	4	4	6	0.1	16	-4	-6	-1	-14
COc1ccc(-n2c(C)nn(C)c2=O)c(OC)c1	6	-7	-8	0.2	15	-4	-7	3	0
CCOc1ccc(S(=O)(=O)Nc2cccc(C(=O)NCCCN3CCOCC3)c2)cc1	1	-13	0	0.3	9	-6	-1	-18	-14

Some of these compounds in order of the CHRM1 agonist value, ascending:
SMILES,CHRM1 antagonist,CHRM1 agonist,OXTR potentiator,TAAR1 antagonist
CCOc1ccc(S(=O)(=O)Nc2cccc(C(=O)NCCCN3CCOCC3)c2)cc1,0,-6,-1,-18
Cc1ccc(NC(=O)Nc2ccc3c(c2)OCO3)nc1,6,-4,-6,-1
COc1ccc(Oc2ccc(/C=C/C(=O)c3ccc(O)cc3)cc2[N+](=O)[O-])cc1,13,-3,-10,30
Cc1cc(=O)[nH]c(SCC(=O)Nc2ccc(Br)cn2)n1,-5,-2,-11,-17
CCOC(=O)c1cn(CC(=O)Nc2ccc(CC)cc2)nn1,2,-1,8,4
Cc1nnc(Nc2ccc(C(=O)N3CCOCC3)cc2)c2ccccc12,-45,0,-7,-10

The list continues.
SMILES	TAAR1 ag	CHO-K1 Ca antag	CHRM1 antagonist	M1 ag parental	M1 PAM parental	CHRM1 agonist	OXTR potentiator	TAAR1 antagonist	CHO parental Ca
O=C(Cc1ccccc1)Nc1ccc2oc(-c3cccnc3)nc2c1	15	4	6	3.0	9	0	-6	18	-18
COC(=O)c1c(NC(=O)CSc2nnc(Cn3nnc4ccccc43)n2C)sc(C)c1C	-5	-19	-1	-0.6	8	-15	9	-24	-32
COc1cccc(CN(C)C(=O)c2cc(-c3cccs3)nc3ccccc23)c1	10	27*	54*	6.4	5	0	-5	76*	-26
O=C(COC(=O)CNC(=O)c1ccco1)Nc1ccc(F)cc1	9	-19	-10	1.3	17	-2	3	6	-4
O=C1CS/C(=N/N=C/c2c[nH]c3ccccc23)N1	11	-7	8	0.5	2	0	-4	18	3
C=C(C)CSc1nc2c(c(=O)[nH]c(=O)n2C)n1CCC(C)C	-2	-3	5	1.1	2	-8	-5	-15	-18
CC(=O)c1ccc(NC(=O)C(Cc2ccccc2)n2cccc2)cc1 (stereo not drawn)	0	-4	-9	-0.3	3	-3	-6	-28	-2
Cc1oc(-c2ccc(Cl)cc2)[n+]([O-])c1C	0	24	-5	0.0	-7	-4	-3	9	-1
CCN(CC)CCNC(=O)C(=O)Nc1cc2c3c(c1)CC(=O)N3CCC2	0	-7	-8	0.1	6	-5	-7	1	-13
CC/C(=N\NC(=O)c1ccoc1C)c1ccc(C)o1	1	4	6	0.0	21	-3	-8	-11	-2
COc1ccc(C(=O)NCc2nnc(SCC(=O)N3CCOCC3)o2)cc1OC	3	-2	-2	0.2	18	-4	-1	-20	-1
O=C(Nc1ccon1)c1cc2ccccc2oc1=O	9	-8	-8	0.6	15	-5	1	4	-7
Cc1ccccc1NC(=O)c1ccc(F)c(S(=O)(=O)NCC2CCCO2)c1 (stereo not drawn)	15	-10	-9	0.1	19	3	4	-9	-1
FC(F)(F)c1cccc(Sc2cc(C(F)(F)F)nc(-c3ccccn3)n2)c1	8	-8	10	0.5	8	-5	-5	9	-9
CCNc1nc(NCC)n2c(SCC(=O)c3ccccc3Cl)nnc2n1	2	-5	15	4.3	-3	-4	-13	-26	-15

3 structures already listed, sorted by heavy-atom count, lowest first.
SMILES	TAAR1 ag	CHO-K1 Ca antag	CHRM1 antagonist	M1 ag parental	M1 PAM parental	CHRM1 agonist	OXTR potentiator	TAAR1 antagonist	CHO parental Ca
O=C1CS/C(=N/N=C/c2c[nH]c3ccccc23)N1	11	-7	8	0.5	2	0	-4	18	3
CCN(CC)CCNC(=O)C(=O)Nc1cc2c3c(c1)CC(=O)N3CCC2	0	-7	-8	0.1	6	-5	-7	1	-13
COc1ccc(C(=O)NCc2nnc(SCC(=O)N3CCOCC3)o2)cc1OC	3	-2	-2	0.2	18	-4	-1	-20	-1

The results go on:
SMILES	TAAR1 ag	CHO-K1 Ca antag	CHRM1 antagonist	M1 ag parental	M1 PAM parental	CHRM1 agonist	OXTR potentiator	TAAR1 antagonist	CHO parental Ca
O=C(CNc1cc(S(=O)(=O)N2CCOCC2)ccc1NCC1CCCO1)Nc1ccc(F)c(F)c1 (stereo not drawn)	1	-6	-1	0.6	-17	-5	-2	-13	-19
COc1cc(C(=O)Nc2cccc(-c3nc4cc(C)cc(C)c4o3)c2)cc(OC)c1OC	10	-13	-1	1.3	17	-4	/	34	/
Cn1c(=O)c2c(ncn2CCOC(=O)C(C)(C)Oc2ccc(Cl)cc2)n(C)c1=O	2	3	-12	3.5	27	3	/	-1	/
O=C(c1cccc(NS(=O)(=O)c2ccc(F)cc2)c1)N1CCN(c2ccccc2)CC1	4	18	2	-0.4	6	2	-2	4	1
CCCCNC(=O)CSc1nc2ccc(N3CCOCC3)cc2c(=O)n1CCc1ccccc1	5	-5	10	2.2	21	-6	-11	9	-19
CC(C)(C)C1CCc2c(sc(NC(=O)c3cccs3)c2C(N)=O)C1 (stereo not drawn)	5	-6	-10	0.1	16	-5	-3	-7	-6
CCCCN1C(C(=O)Nc2ncccn2)=C(O)c2ccccc2S1(=O)=O	20	-5	-13	0.1	0	-2	1	-4	-4
Cc1ccc(C(O)c2ncc(-c3ccccc3C)[nH]2)cc1F (stereo not drawn)	0	7	-5	0.8	-8	1	/	10	/
O=C(Cc1ccccc1)NC(=S)Nc1cc(C(F)(F)F)ccc1Cl	53*	2	7	6.3	0	-2	-13	49*	-9
Cc1ccc(S(=O)(=O)N2CCN(CCO)CC2)cc1-c1nnc2c3ccccc3c(C)nn12	15	-4	-7	1.6	11	-4	4	7	-4
Cc1ccc(NC(=O)CN2CCc3cc4c(cc3C2C)OCCCO4)cc1C (stereo not drawn)	1	-5	0	2.2	24	-3	-13	11	-18
CCOC(=O)C(Cc1ccc(NC(C)=O)cc1)N1C(=O)c2ccccc2C1=O (stereo not drawn)	14	-13	10	11	7	1	-14	58*	-12
NS(=O)(=O)c1ccc(CCNC(=O)CN2CCN(c3ccc(F)cc3)CC2)cc1	3	-4	2	1.3	16	-4	4	8	-9
FC(F)(F)c1cc(CCN2C(=S)NC[C@@H]2CC2CCCCC2)cc(C(F)(F)F)c1	3	-5	-10	0.0	2	-3	-3	9	-3
Cc1nc([N+](=O)[O-])c(N2CCN(C)CC2)n1Cc1ccccc1	15	11	40*	0.2	-5	-7	-1	-3	-1
CC1CC(=O)Nc2ccccc2N1C(=O)COc1ccc2ccccc2c1 (stereo not drawn)	4	5	5	0.3	18	11	-6	-17	-12
Cc1nc2ccccc2n1CC(=O)OCC(=O)NCc1ccccc1	2	-19	-8	1.6	8	-5	-2	-33	-8
Cc1ccc(S(=O)(=O)N(C)C)cc1-n1c(SCC(=O)Nc2ccc(F)cc2Cl)nc2ccccc2c1=O	1	-3	-7	0.9	20	-4	-9	-13	-13
Cc1nnc2sc(SCc3ccc(Br)cc3)nn2c1=O	0	-3	1	-0.4	-4	-2	-6	-15	15
COc1ccc(-c2c(C)c3ccc(O)cc3oc2=O)cc1	-4	7	-4	2.9	-3	-1	2	-11	6
O=C(N/N=C/c1cccc(O)c1)c1ccc(COc2ccccc2Br)cc1	0	-2	-6	0.4	2	4	-10	91*	-20
Cc1ccc(S(=O)(=O)N(C)C)cc1NC(=O)C(C)NC(C)c1cccs1 (stereo not drawn)	-5	-11	-11	0.5	16	2	0	-13	-12
Cc1cc2c(cc1C)[n+](C)cn2CC(O)COCc1ccccc1 (stereo not drawn)	6	-7	3	0.6	0	-10	-6	11	-4
O=C(NCc1cccnc1)c1ccc2sc([C@H]3C[C@H](O)[C@@H](CO)O3)nc2c1	2	7	9	0.4	-12	0	/	-20	/
O=C(N/N=C/C=C/c1cccc([N+](=O)[O-])c1)C(O)c1ccccc1 (stereo not drawn)	4	-13	-10	0.2	8	-2	-1	13	-5
